SMN2 splice enh – SMN2 splice variant enhancement. HEK293 SMN2-luciferase splicing reporter, luminescence, 30-36 h. Potency, µM (highest dose often 46.1 µM), for inactives: top-dose activity change, positive = activation, actives largely listed as activators. actives 2.8% (n = 210,000); note: % of control where 0% means no effect; nearly all actives have a fitted effect of over 55% in size
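HEK293 cells carry an SMN2 […]–luciferase reporter in which exon 7 inclusion puts luciferase in frame. Cells were plated 10-12 h before compound addition, then incubated 30-36 h at 37C. ONE-Glo luminescence was read; sodium butyrate at 4.5 mM final served as control.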
JMJD2E inh – inhibitors of human JMJD2E histone demethylase; Potency, µM (highest dose often 57.1 µM), for inactives: at the top dose activity change, negative = inhibition, actives largely listed as inhibitors; AID 2147; actives 1.6% (n = 230,000); B2RXH2; JMJD2E catalytic domain, FDH-coupled NADH fluorescence (FDH is formaldehyde dehydrogenase); active = well fitted inhibition curve with a large enough effect, not every such curve was filed as active; inconclusive = small, poorly fitted or top-dose-only effect, or another doubt; inactive = no such curve, though single readings can be large or run the other way;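 note: 0% = wells with enzyme and -100% = buffer wells without enzyme; nearly all actives have a fitted effect of over 50% in size; many of its hits are not listed in these tables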
Target sequence (B2RXH2 1-337 limits assumed): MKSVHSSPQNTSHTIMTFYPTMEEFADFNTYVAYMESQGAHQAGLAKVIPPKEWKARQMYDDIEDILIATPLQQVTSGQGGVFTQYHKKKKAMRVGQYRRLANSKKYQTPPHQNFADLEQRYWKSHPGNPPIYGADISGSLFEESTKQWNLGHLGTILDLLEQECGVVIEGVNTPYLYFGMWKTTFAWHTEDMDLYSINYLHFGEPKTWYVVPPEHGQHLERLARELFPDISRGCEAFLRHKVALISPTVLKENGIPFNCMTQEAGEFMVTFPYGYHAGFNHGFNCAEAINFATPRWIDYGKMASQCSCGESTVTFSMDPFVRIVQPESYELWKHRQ
RECQ1 inh – inhibitors of human RECQ1 DNA helicase | actives 0.54% (n = 240,000) | RECQ1 DNA unwinding, red fluorescence kinetic read | Potency, µM (top dose mostly 57.3 µM), for inactives: top-dose activity, negative = inhibition, hits mostly inhibitors;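 note: plate controls were vehicle for no effect and no enzyme for full effect; nearly all actives have a fitted effect of over 30% in size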
Target sequence (P46063 whole entry, looked up): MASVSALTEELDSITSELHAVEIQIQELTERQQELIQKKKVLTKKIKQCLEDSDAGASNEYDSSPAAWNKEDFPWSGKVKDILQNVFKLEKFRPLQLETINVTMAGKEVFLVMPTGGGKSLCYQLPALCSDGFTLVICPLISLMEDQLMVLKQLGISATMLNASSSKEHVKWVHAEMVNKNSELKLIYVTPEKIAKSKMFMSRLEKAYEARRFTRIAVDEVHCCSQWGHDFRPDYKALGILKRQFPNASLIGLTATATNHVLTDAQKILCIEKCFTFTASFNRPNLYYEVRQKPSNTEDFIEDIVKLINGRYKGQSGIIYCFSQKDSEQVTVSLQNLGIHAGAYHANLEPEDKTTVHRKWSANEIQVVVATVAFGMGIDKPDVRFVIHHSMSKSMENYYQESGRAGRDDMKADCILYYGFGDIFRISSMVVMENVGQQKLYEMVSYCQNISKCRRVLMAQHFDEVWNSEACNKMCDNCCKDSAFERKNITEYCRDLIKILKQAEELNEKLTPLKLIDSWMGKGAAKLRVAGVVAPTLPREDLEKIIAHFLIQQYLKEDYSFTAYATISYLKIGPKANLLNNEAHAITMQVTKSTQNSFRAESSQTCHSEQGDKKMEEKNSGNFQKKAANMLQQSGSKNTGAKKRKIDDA
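RECQ1T1 50 nM; forked duplex (20 bp + 30-nt ss tails) 200 nM, ATP 2 mM final; pH 8.0, 2 mM MgCl2, 2.5 ug/ml poly(dI-dC); 15 min compound preincubation; discontinuous kinetic read over 2 h at RT.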
TexasRed fluor – Texas Red fluorescence interference in TRb-SRC2 counter-screen; TRb/SRC2 Texas Red total fluorescence interference; Potency, µM (highest dose often 106 µM), for the others: top-dose fluorescence change, negative = quenching; actives 0.29% (n = 280,000); active = well fitted curve in either direction with a large enough effect; inconclusive = small, poorly fitted or top-dose-only effect; note: % is set by controls: 0 for no effect and ±100 for the full control effect
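Human TRb ligand-binding domain at 0.6 uM with 20 nM Texas Red SRC2 peptide in Tris buffer containing 1 uM T3 and 5% DMSO, incubated with compound 5 h at ambient temperature. Total fluorescence (555/632 nm) calculated as parallel + 2 × perpendicular.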
TRb-SRC2 inh – disrupts binding of human TR beta to SRC2 | P10828 | TRbeta-SRC2 peptide binding, fluorescence polarization; receptor liganded with 1 µM T3 | Potency, µM (series often up to 106 µM), without a hit: at the top dose activity change, negative = inhibition, usual class: inhibitors | actives 0.065% (n = 280,000) | AID 1469;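 note: plate controls were bound peptide for no effect and peptide without receptor for full effect; nearly all actives have a fitted effect of over 50% in size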
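TRb LBD 0.6 uM + Texas Red SRC2 peptide 20 nM, 1 uM T3, Tris buffer w/ 5% DMSO; compound pinned, 5 h RT; FP read ex 555/em 632; normalized to unbound and bound controls.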
GoLoco inh red – RGS12 GoLoco-Gai1 interaction inhibition. P63096. Gai1:RGS12 GoLoco peptide FP, rhodamine, 10 min. Potency, µM (highest dose often 61.6 µM), for the others: at the top dose activity, negative = inhibition, hits mostly inhibitors. actives 0.44% (n = 230,000). AID 880; active = well fitted inhibition curve with a large enough effect, not every such curve was filed as active; inactive = no such curve, though single readings can be large or run the other way; note: % is set by controls: 0 for no effect and ±100 for the full control effect; nearly all actives have a fitted effect of over 30% in size; many of its hits are not listed in these tables
ALDH1A1 inh – blocks purified human ALDH1A1 activity; actives 7.3% (n = 220,000); Purified ALDH1A1, NADH fluorescence, propionaldehyde substrate; Potency, µM (titrated, usually from 75.3 µM), inactives show at the highest dose activity, negative = inhibition, most hits filed as inhibitors; P00352; AID 1030; active = well fitted inhibition curve with a large enough effect, not every such curve was filed as active; inconclusive = small, poorly fitted or top-dose-only effect, or another doubt; inactive = no such curve, though single readings can be large or run the other way;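 note: plate controls were no enzyme wells and a reference inhibitor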
LMNA splice mod – changes lamin A minigene splicing in HeLa cells. HeLa LMNA splicing GFP/RFP minigene ratio, 48 h. AID 1487. actives 0.01% (n = 200,000). Potency, µM (highest dose often 46.1 µM), inactives show at the highest dose ratio change, negative = inhibition, hits mostly inhibitors; active = well fitted inhibition curve with a large enough effect in the signal ratio, with a control signal flat, not every such curve was filed as active; inconclusive = small, poorly fitted or top-dose-only effect, or effect the other way, or a change in a side signal; the % refers to the signal ratio; note: % is set by controls: 0 for no effect and ±100 for the full control effect
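S3 HeLa cells stably expressing lamin A-EGFP splicing minigene plus DsRed2, 600 cells/well, 48 h compound exposure at 37C. Laser-scanning cytometry; analysed as GFP (500-530 nm)/RFP (575-640 nm) total intensity ratio; 0.5% DMSO vehicle.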
* hit, by the source's call; i = inactive; ? = inconclusive; / = not tested or not shown; [ ] = dose if it differs, or a comment. Unless noted, calls come from the whole dose curve; as a rule, active = well fitted curve in the direction sought with a large enough effect; inconclusive = small, poorly fitted or top-dose-only effect, or another doubt; inactive = no such curve, though single readings can be large; an effect the other way counts as inactive or inconclusive. Potency is the fitted concentration of half-maximal effect. This is a subset. The share of hits here may be higher or lower than overall.

cpd	Structure	SMN2 splice enh	JMJD2E inh	RECQ1 inh	TexasRed fluor	TRb-SRC2 inh	GoLoco inh red	ALDH1A1 inh	LMNA splice mod
1	CC(NC(=O)c1cccnc1)C(c1cccs1)N1CCOCC1 (configuration not stated)	3%	-5%	-1%	-2%	-21%	3%	-1%	-1%
2	Cc1cc(C)c2[nH]c(=O)c(C(c3nnnn3C(C)(C)C)N(Cc3ccco3)CC3CCCO3)cc2c1 (configuration not stated)	-11%	-8%	9%	-5%	-6%	14%	-14%	17%
3	Cc1nonc1OCCNc1ccc([N+](=O)[O-])cc1	-11%	3%	i	-4%	-12%	9%	1%	-18%
4	COc1ccc(NC(=S)Nc2cccnc2)c(OC)c1	15%	-21%	i	1%	-2%	9%	?	/
5	Cc1cc(=O)n2[nH]c(-c3ccc(Cl)cc3)cc2n1	14µM*	?	2%	-5%	-2%	15%	?	-14%
6	CN(C)S(=O)(=O)c1ccc2c(c1)/C(=C/c1cc3c([nH]1)CCCC3)C(=O)N2	11µM*	0%	?	-4%	5%	16%	?	?
7	Cc1cc(C(=O)N/N=C(\CCC(=O)O)c2cccs2)c2ccccc2n1	22%	24%	-15%	1%	3%	3%	25µM*	/
8	CC(N)=O	-6%	1%	i	-51%	-13%	6%	-1%	?
9	COc1cc(Cl)c(C)cc1NC(=O)COC(=O)c1cc(SC)ccc1Cl	/	-7%	-8%	-4%	-3%	/	6%	-12%
10	COc1ccc(-c2cc(C(F)(F)F)n3ncc(C(=O)N4CCCCC4c4cccnc4)c3n2)cc1 (configuration not stated)	-5%	?	-4%	0%	-2%	-8%	?	9%[9.22 µM]
11	OCC1(Cc2cccc(Cl)c2)CCCN(Cc2sc(N3CCCC3)nc2Cl)C1 (configuration not stated)	-14%	1%	i	-1%	4%	2%	-4%	0%[46 µM]
12	CS(=O)(=O)Nc1ccc(C(=O)Nc2cccc([N+](=O)[O-])c2)cc1	/	?	-4%	-10%	-8%	4%	8%	/
13	O=C(Cn1c(/C=C/c2ccccc2)nc2ccccc21)Nc1ccc(F)cc1	?	?	-7%	-5%	1%	2%	?	-14%
14	Cc1ccc(S(=O)(=O)NCc2ccco2)cc1C(N)=O	5%	2%	1%	3%	4%	14%	2%	-8%[9.22 µM]
15	Cc1ccc(NC2(C#N)C(=O)Nc3ccccc32)cc1 (configuration not stated)	26%	-10%	-7%	4%	-17%	5%	?	8%
16	CC(=O)Nc1cccc(OCC(=O)NS(=O)(=O)c2ccc(Cl)cc2)c1	15%	6%	-6%	-5%	-5%	3%	0%	-12%
17	NC(=O)[C@H]1CC2(CC(c3cccc(NC(=O)CC(c4ccccc4)c4ccccc4)c3)=NO2)CN1C(=O)c1ccccc1C(=O)c1ccccc1 (some centres not stated)	/	3%	i	1%	-3%	7%	/	/
18	COC(=O)c1ccc(Oc2nc(NC(C)C)nc(SC)n2)cc1	?	7%	1%	1%	12%	1%	2%	5%
19	c1ccc(CCC2CCCCN2Cc2cn[nH]c2-c2cc3ccccc3o2)nc1 (configuration not stated)	/	8%	i	-1%	-1%	8%	1%	/
20	O=C(c1cc(C(F)(F)F)cc(C(F)(F)F)c1)N1CCC2(CC1)CN(Cc1ccncc1)C2	-24%	/	0%	/	/	2%	-5%	/
21	O=c1[nH]ncc(N/N=C\c2ccncc2)c1Cl	?	2%	-8%	0%	0%	4%	2%	-28%[46 µM]
22	O=C(NCc1ccccc1Cl)C1CC(=O)N(Cc2ccccc2)C1 (configuration not stated)	19%	1%	-12%	-1%	-17%	17%	2%	-18%[46 µM]
23	CCCc1cc(=O)[nH]c(SCC(=O)Nc2ccc(Br)cc2)n1	/	7%	-1%	2%	-4%	-1%	/	/
24	COc1ccc(CNc2nc3nc(C)c(Cl)c(=O)n3[nH]2)cc1	/	1%	i	-6%	-4%	2%	1%	/
25	O=C(CSc1nnc2scc(-c3ccc(Cl)cc3)n12)NCc1ccc2c(c1)OCO2	11%	3%	-9%	-1%	4%	-16%	-7%	-8%
26	CCc1cccc(OCCCCNCCO)c1	10%	-10%	-5%	0%	-7%	-14%	-11%	3%
27	CC(C)C(=O)Nc1nc2ccc(S(C)(=O)=O)cc2s1	27%	-7%	i	-2%	0%	6%	-4%	/
28	CNC(=O)CN1C(=O)CSc2nc(C)cc(C)c21	-9%	-6%	-10%	0%	0%	-3%	9%	-13%
29	CSc1nc(-c2ccc(C)cc2)nc(N)c1C#N	/	-2%	-7%	-2%	2%	8%	-4%	/
30	CCc1ccc(-n2c(SCc3c(C)noc3C)nnc2-c2ccncc2)cc1	/	-1%	0%	-6%	-10%	-1%	?	6%

Ordered by formula weight (descending): 3 of the compounds above.
cpd	Structure	SMN2 splice enh	JMJD2E inh	RECQ1 inh	TexasRed fluor	TRb-SRC2 inh	GoLoco inh red	ALDH1A1 inh	LMNA splice mod
17	NC(=O)[C@H]1CC2(CC(c3cccc(NC(=O)CC(c4ccccc4)c4ccccc4)c3)=NO2)CN1C(=O)c1ccccc1C(=O)c1ccccc1 (some centres not stated)	/	3%	i	1%	-3%	7%	/	/
12	CS(=O)(=O)Nc1ccc(C(=O)Nc2cccc([N+](=O)[O-])c2)cc1	/	?	-4%	-10%	-8%	4%	8%	/
27	CC(C)C(=O)Nc1nc2ccc(S(C)(=O)=O)cc2s1	27%	-7%	i	-2%	0%	6%	-4%	/

(cont.)
cpd	Structure	SMN2 splice enh	JMJD2E inh	RECQ1 inh	TexasRed fluor	TRb-SRC2 inh	GoLoco inh red	ALDH1A1 inh	LMNA splice mod
31	NNC(=O)c1csc(-c2ccc(C(F)(F)F)cc2Cl)n1	/	4%	i	-1%	5%	1%	/	/
32	N#CCSc1nnc(COc2ccc3ccccc3c2)o1	-8%	3%	2%	-3%	3%	-1%	-13%	?
33	C/C(=N\S(=O)(=O)c1ccc(C)cc1)N1CCN(S(=O)(=O)c2ccccc2)C1	14%	-5%	2%	2%	5%	-30%	4µM*	?
34	CC1CC(C)CN(S(=O)(=O)c2ccc(C(=O)Nc3sccc3C(N)=O)cc2)C1 (configuration not stated)	-34%[inhibitor]	/	-2%	-1%	-6%	20%	?	8%
35	O=C(/C=C/c1cccc(F)c1)Nc1nccs1	11µM*	-1%	-3%	-1%	1%	10%	9%	/
36	Cc1ccc(C)c2sc(NC(=O)CN3C(=O)CCC3=O)nc12	/	-28%	i	-5%	-11%	-5%	/	/
37	COc1ccc(OC)c(S(=O)(=O)NCc2cn3ccsc3n2)c1	20%	-4%	-2%	-3%	0%	7%	3%	-7%
38	O=C(Nc1nccs1)C1CCN(S(=O)(=O)c2c(Cl)cccc2Cl)CC1	-35%[inhibitor]	8%	i	1%	8%	0%	-3%	?
39	O=C(CN1CCOCC1)N1CCN(c2nnc(-c3ccccc3)c3ccccc23)CC1	?	-2%	-3%	-1%	9%	1%	13µM*	-2%
40	OCCNC(=S)NCc1ccccc1	/	-2%	i	2%	-2%	9%	/	/
41	COc1ccc(N2CCN(C(CNC(=O)C(=O)NCc3cccnc3)c3ccco3)CC2)cc1 (configuration not stated)	-51%	-3%	i	-1%	5%	4%	-6%	/
42	Cc1cc(C)cc(NC(=O)CSc2nnc(CNC(=O)c3cccs3)o2)c1	18%	-5%	-15%	-1%	-12%	-11%	-4%	3%
43	C=CCn1c(SCC(=O)N(CC)CC)nc(O)cc1=O	-8%	3%	-1%	1%	10%	7%	-2%	4%
44	COc1ccc2nc(NC(=S)NC(=O)c3ccco3)sc2c1	7.9µM*	1%	-15%	-1%	-2%	4%	?	?
45	CC1=C2[C@@H](O)[C@H]([C@@H](C)C(=O)NCCC(C)C)CC[C@@]2(C)C=CC1=O	3%	?	-2%	0%	7%	-1%	4%	/
46	CCN(CC)CCn1c(NCc2nc3ccccc3n2Cc2ccccc2)nc2ccccc21	3%	2%	i	-3%	1%	12%	-2%	-6%
47	Cc1csc2ncnc(N3CCN(C(=O)Nc4ccc(OC(F)(F)F)cc4)CC3)c12	/	-4%	-17%	0%	8%	5%	/	/
48	CCOC(=O)O[C@@H](C)OC(=O)[C@@H]1N2C(=O)[C@@H](NC(=O)[C@@H](N)c3ccccc3)[C@H]2SC1(C)C	4%[20.6 µM]	-2%[25.5 µM]	-8%[25.9 µM]	0%[53 µM]	2%[53 µM]	7%[21.6 µM]	10%[20.9 µM]	?

Part of the list above, with each value named:
41: COc1ccc(N2CCN(C(CNC(=O)C(=O)NCc3cccnc3)c3ccco3)CC2)cc1 (configuration not stated)
  SMN2 splice enh: -51%
  JMJD2E inh: -3%
  RECQ1 inh: i
  TexasRed fluor: -1%
  TRb-SRC2 inh: 5%
  GoLoco inh red: 4%
  ALDH1A1 inh: -6%
  LMNA splice mod: /
42: Cc1cc(C)cc(NC(=O)CSc2nnc(CNC(=O)c3cccs3)o2)c1
  SMN2 splice enh: 18%
  JMJD2E inh: -5%
  RECQ1 inh: -15%
  TexasRed fluor: -1%
  TRb-SRC2 inh: -12%
  GoLoco inh red: -11%
  ALDH1A1 inh: -4%
  LMNA splice mod: 3%
